EPAC2 antagonist: antagonists of human EPAC2 | Q8WZA2 | EPAC2 GEF exchange of Rap1B-BODIPY-GDP, fluorescence | Potency, µM (top dose mostly 114 µM), inactives show at the highest dose activity, negative = inhibition, hits mostly inhibitors | hit rate 0.18% among 360,000 | AID 720708; also: potency is read from the fitted curve at half-maximal effect; % is scaled to controls: 0 for no effect and ±100 for the full control effect; nearly all actives have a fitted effect of over 45% in size; many of its hits are not listed in these tables
Target sequence (Q8WZA2 whole entry, looked up): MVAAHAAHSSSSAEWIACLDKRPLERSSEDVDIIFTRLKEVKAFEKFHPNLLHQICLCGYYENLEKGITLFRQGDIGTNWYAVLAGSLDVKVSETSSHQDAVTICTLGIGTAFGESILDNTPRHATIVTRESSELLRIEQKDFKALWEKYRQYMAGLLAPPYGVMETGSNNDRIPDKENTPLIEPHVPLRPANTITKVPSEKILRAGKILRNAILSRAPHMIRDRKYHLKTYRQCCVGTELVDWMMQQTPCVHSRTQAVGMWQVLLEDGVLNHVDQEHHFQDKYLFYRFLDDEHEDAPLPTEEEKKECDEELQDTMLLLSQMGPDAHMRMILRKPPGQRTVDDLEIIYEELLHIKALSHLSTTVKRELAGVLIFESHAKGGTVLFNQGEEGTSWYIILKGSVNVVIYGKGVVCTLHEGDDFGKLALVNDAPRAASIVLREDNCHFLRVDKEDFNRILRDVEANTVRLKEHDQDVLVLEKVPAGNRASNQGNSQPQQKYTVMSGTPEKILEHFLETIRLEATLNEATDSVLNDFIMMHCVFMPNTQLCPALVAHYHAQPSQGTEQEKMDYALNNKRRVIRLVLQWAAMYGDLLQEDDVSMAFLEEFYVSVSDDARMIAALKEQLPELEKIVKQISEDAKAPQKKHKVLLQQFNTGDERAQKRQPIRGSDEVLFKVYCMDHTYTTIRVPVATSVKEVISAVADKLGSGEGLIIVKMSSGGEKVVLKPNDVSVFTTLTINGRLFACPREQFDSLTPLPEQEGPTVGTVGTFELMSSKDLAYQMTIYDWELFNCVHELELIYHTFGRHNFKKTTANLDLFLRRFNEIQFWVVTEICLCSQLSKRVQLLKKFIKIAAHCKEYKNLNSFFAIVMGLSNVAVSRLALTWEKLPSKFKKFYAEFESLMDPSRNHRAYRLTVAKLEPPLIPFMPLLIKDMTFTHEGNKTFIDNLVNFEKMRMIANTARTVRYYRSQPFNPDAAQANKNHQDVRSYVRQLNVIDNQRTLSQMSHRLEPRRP
FUS suppressor: FUS proteinopathy suppression in yeast. S. cerevisiae FUS-expressing, growth rescue, OD600, 24 h. hit rate 0.24% among 390,000. Potency, µM (titrated, usually from 76.6 µM), inactives show top-dose growth rescue (activation), actives largely listed as activators;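 also: potency is read from the fitted curve at half-maximal effect; plate controls were DMSO vehicle for no effect and reference control for full effect; nearly all actives have a fitted effect of over 55% in size; some results filed as inactive show a strong effect at the top dose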
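Absorbance at 600 nm, taken 24hr after compound addition, measured rescue of FUS-yeast growth at 30C. Induction used 2% galactose with seeding at OD 0.005. Controls: CP55940 from 92uM final, DMSO only.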
EPAC2 ag: agonists of human EPAC2 (RAPGEF4); hit rate 0.079% among 360,000; AID 720711; Potency, µM (series often up to 154 µM), inactives show top-dose activation, usual class: activators; Q8WZA2; EPAC2 activation, biochemical qHTS; response scale: 100% = 6.5 mM cAMP response; also: potency is read from the fitted curve at half-maximal effect; nearly all actives have a fitted effect of over 50% in size
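EPAC2 (100 nM) mixed with Rap1B loaded with BODIPY-GDP (250 nM) plus 50 uM unlabeled GDP; compounds pinned in, 5 min RT, then read every 5 min for 30 min (ex 480, em 540 nm). Normalized to cAMP control.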
TDP43 rescue: inhibitors of TDP-43 toxicity in yeast. AID 652104. hit rate 1.8% among 410,000. Potency, µM (series often up to 46.1 µM), for inactives: at the highest dose growth rescue (activation), hits mostly activators. TDP-43 expressing yeast growth rescue, BacTiter-Glo, 24 h; also: potency is read from the fitted curve at half-maximal effect; % of control where 0% means no effect; nearly all actives have a fitted effect of over 50% in size
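Cell-based yeast growth screen: TDP-43 expression induced in galactose, inoculum OD600=0.02 after raffinose pregrowth to mid-log. Read-out BacTiter-Glo luminescence at 24 hr, 30 deg C; inhibition of toxicity seen as signal increase.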
D3 antag: blocks the human D3 dopamine receptor. P35462. D3R cells, DiscoveRx beta-arrestin luminescence, antagonist mode; active compounds read low. max response, negative = inhibition, %. hit rate 2.5% among 360,000. AID 652054; in the data active = max response below about -50%; inconclusive = no clear call, values can overlap the other calls; also: % is scaled to controls: 0 for no effect and ±100 for the full control effect; mostly tested at two doses, the higher about 12 µM
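Cells plated overnight at 1500 cells/well, then exposed to library compounds with dopamine controls for 90 minutes at 37 degrees C. DiscoveRx reagent added for 30–60 minutes at room temperature; luminescence read, quantitative HTS format.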
D3 ag: activates the human D3 dopamine receptor | P35462 | D3R DiscoveRx beta-arrestin cells, luminescence, 90 min | max activation, % | hit rate 0.58% among 410,000 | AID 652048; in the data active = max activation above about 30%; also: 0% is about no effect; mostly tested at two doses, the higher about 12 µM
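Cells at 1500/well, incubated overnight, then treated with pinned compounds (dopamine as control) for 90 min at 37 degrees C. DiscoveRx reagent added for 30 - 60 minutes at room temperature; luminescence read.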
Abeta yeast res: compounds reversing amyloid beta toxicity in yeast; AID 1347071; hit rate 0.063% among 410,000; yeast expressing A-beta42, growth rescue, OD600, 48 h; response scale: 0% DMSO, 100% iron-clioquinol control; Potency, µM (series often up to 46.1 µM), for inactives: at the top dose growth rescue, hits mostly activators; also: potency is read from the fitted curve at half-maximal effect; nearly all actives have a fitted effect of over 55% in size
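Yeast A-beta toxicity model in growth medium with pinned compounds, 48 h at 30 C; growth read as absorbance at 600 nm. Normalized to FeCl3/clioquinol equimolar mix (positive) and DMSO (negative).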
aSyn rescue: alpha-synuclein toxicity inhibition in yeast. hit rate 0.14% among 370,000. Potency, µM (highest dose often 46.1 µM), inactives show at the top dose growth rescue (activation), hits mostly activators. Yeast expressing alpha-synuclein, growth rescue, BacTiter-Glo, 24 h; also: potency is read from the fitted curve at half-maximal effect; % of control where 0% means no effect; nearly all actives have a fitted effect of over 65% in size
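Screening used galactose-induced yeast with toxic alpha-synuclein levels, exposed to compound for 24 hr at 30 deg C. Cell growth, read with BacTiter-Glo luminescence, gave the measured signal.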
* = called active by the depositor; ? = inconclusive; / = not tested or not shown; [ ] = another dose, or the depositor's remark. Unless noted, calls follow the shape of the dose curve; as a rule, active = well fitted curve in the direction sought with a large enough effect; inconclusive = small, poorly fitted or top-dose-only effect, or another doubt; inactive = no such curve, though single readings can be large; an effect the other way counts as inactive or inconclusive.

SMILES	EPAC2 antagonist	FUS suppressor	EPAC2 ag	TDP43 rescue	D3 antag	D3 ag	Abeta yeast res	aSyn rescue
COc1ccc(CN2CCN(C(=O)c3cccnc3)CC2)cc1Br	1%	23%	-5%	-26%	?	-21	-2%	11%
CCCOc1cc(C)c(S(=O)(=O)N2CCN(C)CC2)cc1C	9%	-13%	-7%	-3%	?	-7	8%	-9%
CCCNC(=O)c1ccc(OC)cc1OC	-3%	2%	-2%	18%	11	-1	-5%	-5%
CC(=O)N1c2ccc(S(=O)(=O)N(C)Cc3ccco3)cc2CC1C (stereo unspecified)	-4%	-19%	11%	-6%	0	1	-4%	?
CC(C)(C)CN1C(N)=NC[C@@H]1Cc1ccccc1	6%	-19%	4%	1%	-21	1	-14%	-9%
O=S(=O)(c1ccccc1Br)N(CC(O)COCc1ccccc1)C1CC1 (stereo unspecified)	-16%	32%	1%	-14%	4	20	10%	?
Cc1ccc(OC(C)C(=O)N2CCN(CCc3ccncc3)CC2)cc1C (stereo unspecified)	/	2%	/	-5%	/	-3	-30%	/
O=C(CSc1ccc(-c2cccc([N+](=O)[O-])c2)nn1)NC1CCCC1	8%	-9%	7%	22%	12	1	-11%	4%
CCc1cccc(C)c1N1C(=O)CN(Cc2ccccc2)C1=S	?	29%	18%	20%	-2	-5	10%	2%
COc1cc(CNC2CCCC2)cc(OC)c1	-2%	-26%	8%	-14%	11	-4	-8%	-2%
Cc1nc2ccccn2c1/C(O)=C1\C(=O)C(=O)N(CCN2CCOCC2)C1c1ccncc1 (stereo unspecified)	-1%	-8%	5%	-8%	-19	4	10%	1%
COc1ccc(/C=N/NC(=O)c2cccc3ccccc23)c(OC)c1OC	2%	12%	10%	-3%	-4	-7	-19%	-9%
COc1ccc(CSc2n[nH]c(C)n2)cc1[N+](=O)[O-]	15%	-2%	-3%	5%	3	0	2%	4%
C=CCNC(=O)COC(=O)c1cccnc1Nc1ccccc1F	-9%	2%	18%	18%	-13	3	-6%	-2%
CC(C)C(Nc1ncnc2c1oc1ccccc12)C(=O)O (stereo unspecified)	0%	-11%	0%	26%	1	4	0%	5%
Cc1cc(OCc2cc(C(=O)N(C)CCCN3CCOCC3)no2)cc(C)c1Cl	-3%	-14%	1%	1%	-3	-12	-10%	2%
OC[C@H]1O[C@@H](c2nc(-c3nc(-c4ccc(F)cc4)no3)cs2)[C@H](O)[C@@H](O)[C@H]1O	12%	-24%	15%	0%	0	-6	-19%	-2%
Cc1ccc(Nc2oc(C)nc2C#N)cc1	3%	-9%	1%	-1%	4	-2	20%	0%
CN1C(=O)C2(OCC(C)([N+](=O)[O-])CO2)c2ccccc21 (stereo unspecified)	1%	-2%	6%	5%	23	6	-12%	-2%
O=C(O)c1nn(-c2ccc(Cl)cc2)ccc1=O	6%	15%	-1%	2%	-13	0	-3%	1%
CCC(=O)c1ccc(OC(C)C(=O)NC2(C#N)CCCCC2)cc1 (stereo unspecified)	9%	-13%	-1%	4%	7	5	5%	0%
CCOc1ccc(S(=O)(=O)Nc2cccc(C(=O)N3CCN(c4ccc(OC)cc4)CC3)c2)cc1	-3%	?	-6%	-1%	42	1	-12%	-1%
CC(C)(C)c1ccc(/C=C2\Oc3c(ccc(O)c3CN3CCN(CCO)CC3)C2=O)cc1	0%	20%	11%	1%	-11	0	5%	-9%
CCN(CC)CCN1C(=O)C(=O)/C(=C(/O)c2c(C)[nH]c(C(=O)OC)c2C)C1c1cccs1 (stereo unspecified)	16%	22%	3%	-1%	-6	-1	-5%	-4%
COc1ccc(Cl)cc1NC(=O)N1CCN(C2CCCCC2)CC1	9%	12%	1%	-7%	-57*	-44	11%	-9%
Fc1ccc(CCNC(=S)Nc2ccc(F)c(Cl)c2)cc1	-2%	-18%	7%	?	-22	7	?	-31%[inhibitor]
Cc1cc(OCCCC(=O)Nc2cc(S(=O)(=O)N3CCOCC3)ccc2N2CCOCC2)ccc1Cl	-9%	/	6%	1%	0	-2	9%	10%
O=C(CCN1C(=O)S/C(=C\c2ccc(F)cc2)C1=O)Nc1ccc(C(=O)O)c(O)c1	2%	-5%	-5%	-4%	19	-8	/	-1%
O=C(NCCCNC(=O)c1ccccn1)c1ccc(Cl)cc1	-3%	14%	5%	-26%	16	5	-11%	-1%
CCN1C(=O)CSc2ccc(C(=O)NCc3ccc(OC)cc3)cc21	-1%	17%	-1%	1%	?	-29	-3%	6%
CC(C)CN1CCC(CN(C)Cc2nc(-c3cnccn3)no2)CC1	0%	3%	9%	6%	11	1	-13%	0%
COc1ccc(-n2c(Cn3c(=O)sc4ccccc43)nnc2SCC(=O)N2CCOCC2)cc1	-26%	16%	13%	-2%	-5	-7	-13%	-2%
CCOc1ccc(-c2nc3c(c(SCC(=O)N4CCCCC4)n2)Cc2cccc(OC)c2O3)cc1	/	-6%	/	28%	/	9	-3%	/
O=C(CC1CC1)Nc1ccc2c(c1)[C@H]1C[C@H](CC(=O)N3CCc4ccccc4C3)O[C@@H](CO)[C@H]1O2	-12%	-2%	7%	0%	5	3	5%	1%
COc1ccccc1C(=O)NC(=O)COC(=O)C1CCC1	8%	6%	-5%	17%	14	4	2%	5%
COC(=O)c1ccc(Cl)cc1NC(=O)N1CCC(CN2CCC(C)CC2)CC1	/	-13%	/	-13%	/	-16	-4%	/
CC(=O)c1c(C)[nH]c(C(=O)NNC(=O)c2ccc(Br)cc2)c1C	6%	3%	-2%	20%	8	6	9%	-5%
CCOc1ccc(C(=O)Nc2ccc(CN3CCOCC3)cc2)cc1Br	-6%	11%	-8%	?	-1	1	10%	20%
CCCS(=O)(=O)NC(=O)C1(C)CCN(C(=O)c2c(F)ccc(C)c2F)C1 (stereo unspecified)	-21%	-8%	3%	6%	0	-10	5%	-1%
Cc1ccc(C(=O)NC(=S)N(C)Cc2ccccc2)cc1	6%	7%	6%	5%	-4	-10	?	-11%
Cc1ccc(N(C(=O)c2ccncc2)C2C=CS(=O)(=O)C2)cc1 (stereo unspecified)	-7%	-12%	12%	6%	7	1	6%	3%
O=C(NCC1COc2ccccc2O1)c1ccc(Br)s1 (stereo unspecified)	1%	9%	?	23%	-20	-27	-1%	16%
N/N=C/C(=N\Nc1ccc(Cl)cc1)C(=O)c1ccncc1	-8%	-1%	-3%	25%	2	13	-8%	0%
Cc1ccc(Cl)cc1NC(=O)NCCN1CCCCC1	8%	-6%	0%	9%	-67*	-13	8%	-3%
O=C(COc1ccc(Cl)cc1)Nc1cc(-c2ccccc2)no1	/	-7%	/	21%	/	-2	9%	/
CC1(C(=O)NCc2ccccc2)CN(S(C)(=O)=O)CC(=O)N1CCc1ccc(O)cc1 (stereo unspecified)	2%	-4%	5%	-2%	5	3	-5%	0%
CCOC(=O)CCCNC(=O)CN1C(=O)NC(c2ccccc2)(c2ccccc2)C1=O	-3%	7%	15%	-7%	6	5	8%	-1%
CCOc1ccc(NC(=O)CC2C(=O)N(c3ccc(C)cc3)C(=O)N2Cc2ccc(OC)cc2)cc1 (stereo unspecified)	/	19%	/	7%	/	-2	-10%	/
COc1ccccc1OCc1nnc(SCC(=O)NCc2ccco2)n1-c1ccccc1	-2%	15%	10%	-8%	10	-3	-3%	-2%
CCC(c1nnnn1Cc1ccccc1)N1CCN(C/C=C/c2ccccc2)CC1 (stereo unspecified)	-28%	-8%	4%	24%	-99*	-8	2%	22%

(continued)
SMILES	EPAC2 antagonist	FUS suppressor	EPAC2 ag	TDP43 rescue	D3 antag	D3 ag	Abeta yeast res	aSyn rescue
CCCCc1nc(N2CCN(C(=O)c3ccco3)CC2)c(C#N)c2c1CCCC2	-28%	34%	15%	?	81	17	6%	-26%
CCCNC(=O)N1CCC(C(=O)c2ccc(Cl)cc2)CC1	-2%	10%	5%	9%	-3	-1	11%	9%
CCN(CC)S(=O)(=O)c1ccc(N2CCOCC2)c(NC(=O)CCOc2ccccc2)c1	-9%	14%	11%	10%	13	4	16%	2%
CCOC(=O)C1=C(C)N=C2c3ccccc3C(=O)C2C1c1ccccc1 (stereo unspecified)	7%	3%	-5%	10%	-23	0	6%	2%
COc1ccc(CC(=O)N(C)Cc2cccc(F)c2)cc1S(=O)(=O)N1CCOCC1	-1%	6%	5%	16%	5	3	-12%	1%
CC(C)OP(=O)(c1ccc(N(C)C)cc1)C(O)c1ccc(N(C)C)cc1 (stereo unspecified)	2%	-13%	3%	6%	-1	8	-13%	3%
O=C(CSc1ncccn1)N/N=C/c1ccccc1[N+](=O)[O-]	15%	10%	18%	-9%[9.22 µM]	0	1	-15%	-1%
CCC(=O)N1CCc2cc(Br)c(S(=O)(=O)CCC(=O)NCCc3ccccc3)cc21	10%	-1%	6%	-17%	?	5	-7%	-2%
COc1ccc(C[C@H]2CN3C(=NC[C@H]3Cc3ccccc3)N2CCNC(=O)CCC2CCCCC2)cc1	4%	13%	0%	-23%	-15	-44	-7%	1%
Cc1ccccc1CCNC(=O)c1ccc2c(c1)c(C)c(C)n2Cc1ccccc1	/	?	/	-2%	/	-17	-19%	/
Cc1ccc(NC(=O)CCNC(=O)c2ccco2)cc1	-2%	/	11%	-14%	0	2	15%	-1%
COC(=O)c1ccc(NCCC(=O)O)cc1	0%	/	-1%	20%	0	2	4%	-5%
CCOC(=O)C(=CNc1ccc(N2CCCCC2)c(S(=O)(=O)Nc2ccccc2OC)c1)C(=O)OCC	-1%	/	-3%	-4%	-6	5	-5%	-34%[inhibitor]
COc1cccc(Cn2c(CNS(=O)(=O)c3ccc(C(C)(C)C)cc3)nc3cccnc32)c1	/	?	/	-8%	/	-6	-9%	/

The list is partial. The share of hits here may be higher or lower than overall.
